Screening results (PubChem)
HT1080NT lethal = qHTS for induction of synthetic lethality in tumor cells producing 2HG: qHTS for the HT-1080-NT fibrosarcoma cell line | HT-1080-NT fibrosarcoma viability, CellTiter-Glo ATP luminescence, 48 h | Potency, µM (top dose mostly 46.1 µM), for inactives: at the highest dose activity, negative = less viability, hits mostly cytotoxic | 360,000 tested, 1.6% active | AID 686970, 2013;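 further: NT is the 2HG producing partner of a matched IDH1 knockdown line; potency means the concentration at half of the fitted maximal effect; 0% = DMSO-treated cells and -100% = media-only wells without cells; nearly all actives have a fitted effect of over 55% in size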
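Luminescent CellTiter-Glo readout after 48 hours of compound exposure at 37 degrees C defined viability of HT-1080-NT cells. Activity was normalized to DMSO wells and cell-free media wells; concentration-response curves were fitted and assigned curve classes.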
HT1080 IDH1KD tx = qHTS for induction of synthetic lethality in tumor cells producing 2HG: qHTS for the HT-1080-IDH1KD cell line | AID 686971, 2013 | 360,000 tested, 2% active | HT-1080 IDH1 knockdown viability, ATP luminescence, 48 h | Potency, µM (highest dose often 46.1 µM), inactives show at the top dose activity, negative = toxicity, hits mostly cytotoxic;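 further: potency means the concentration at half of the fitted maximal effect; 0% = DMSO wells and -100% = cell-free medium wells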
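CellTiter-Glo luminescence after 48 h compound exposure at 37 degrees C of IDH1-knockdown HT-1080 cells in 5% FBS RPMI. %Activity scaled between DMSO wells and cell-free media wells, with curves fitted and assigned curve classes.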
KB-V1 MDR tox = qHTS assay for MDR1-selective chemotherapeutics: Primary screen using the drug-selected MDR subline cells KB-V1. KB-V1 MDR cells viability, CellTiter-Glo, 72 h. Potency, µM (doses to about 46.1 µM), for inactives: top-dose activity change, negative = cytotoxicity, usual class: cytotoxic. AID 1347076, 2019. 400,000 tested, 3.4% active; further: potency means the concentration at half of the fitted maximal effect; on the % scale 0 is the no-effect control and ±100 the full control effect; nearly all actives have a fitted effect of over 60% in size
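Potencies derive from concentration-effect curves fitted to normalized luminescence (CellTiter-Glo) of KB-V1 cells treated for 72 h at 37 degrees C in phenol-red-free DMEM containing 10% FBS.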
IL1B secr inh = qHTS for Inhibitors of Inflammasome Signaling: IL-1-beta AlphaLISA Primary Screen | THP-1 LPS/ATP IL-1B secretion, AlphaLISA, 16 h; hits give low values | 360,000 tested, 4.7% active | activity change, % at 57.5 µM; in the data active means activity change below about -50%; inconclusive means mostly about -30% to -49%; further: on the % scale 0 is the no-effect control and ±100 the full control effect
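THP-1 cells pretreated 1 hr with compounds (up to 57.5 uM final), then stimulated with LPS (250 ng/mL final) plus ATP (1.25 mM final); secreted IL-1B measured by AlphaLISA after 16 hr, decreased signal indicating inhibition.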
SW480 rerep = A quantitative high throughput screen for small molecules that induce DNA re-replication in SW480 colon adenocarcinoma cells | SW480 DNA re-replication, Hoechst DNA content imaging, 48 h | 340,000 tested, 1.8% active | Potency, µM (top dose mostly 46.1 µM), without a hit: at the highest dose re-replication activation, actives largely listed as activators; further: potency means the concentration at half of the fitted maximal effect; % of control where 0% means no effect; nearly all actives have a fitted effect of over 55% in size
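Treated cells incubate 48 hr (37 C, 5% CO2), are stained 40 min with Hoechst, and nuclear fluorescence is enumerated; a rise in nuclei with high DNA signal marks re-replication.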
DRD3 agonist = qHTS of D3 Dopamine Receptor Agonist: qHTS. max activation, %. 410,000 tested, 0.58% active. AID 652048, 2013. D3R DiscoveRx beta-arrestin cells, luminescence, 90 min; in the data active means max activation above about 30%; further: 0% is about no effect; mostly tested at two doses, the higher about 12 µM
Target sequence (P35462 whole entry, looked up): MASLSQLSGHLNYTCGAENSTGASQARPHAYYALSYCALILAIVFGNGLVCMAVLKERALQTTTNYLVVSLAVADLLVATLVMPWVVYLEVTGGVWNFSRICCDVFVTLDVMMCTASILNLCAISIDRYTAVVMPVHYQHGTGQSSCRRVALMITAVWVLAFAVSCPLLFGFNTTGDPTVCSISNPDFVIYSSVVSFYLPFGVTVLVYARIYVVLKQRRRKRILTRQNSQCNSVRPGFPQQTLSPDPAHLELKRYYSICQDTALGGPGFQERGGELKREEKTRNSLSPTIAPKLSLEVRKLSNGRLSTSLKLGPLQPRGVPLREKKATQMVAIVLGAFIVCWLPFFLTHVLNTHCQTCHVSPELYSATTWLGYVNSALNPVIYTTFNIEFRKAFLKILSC
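Cells at 1500/well, incubated overnight, then treated with pinned compounds (dopamine as control) for 90 min at 37 degrees C. DiscoveRx reagent added for 30 - 60 minutes at room temperature; luminescence read.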
DRD3 antagonist = qHTS of D3 Dopamine Receptor Antagonist: qHTS. D3R cells, DiscoveRx beta-arrestin luminescence, antagonist mode; hits give low values. 360,000 tested, 2.5% active. max response, negative = inhibition, %; in the data active means max response below about -50%; inconclusive means no clear call, values can overlap the other calls; further: on the % scale 0 is the no-effect control and ±100 the full control effect; mostly tested at two doses, the higher about 12 µM
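Cells expressing the human receptor were seeded at 1500 cells/well, incubated overnight at 37 degrees C in 5% CO2, then exposed to library compounds with dopamine controls for 90 minutes at 37 degrees C before luminescent detection.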
GLP-1R agonist = qHTS of GLP-1 Receptor Agonists. 380,000 tested, 0.007% active. HEK293 GLP-1R CRE-luciferase, luminescence, 4-6 h; cells express a hypersensitive GLP-1R form. Glucagon-like peptide 1 receptor (Homo sapiens), P43220. Potency, µM (doses to about 45.6 µM), without a hit: top-dose activation, usual class: activators; further: potency means the concentration at half of the fitted maximal effect; % of control where 0% means no effect
Target sequence (P43220 whole entry, looked up): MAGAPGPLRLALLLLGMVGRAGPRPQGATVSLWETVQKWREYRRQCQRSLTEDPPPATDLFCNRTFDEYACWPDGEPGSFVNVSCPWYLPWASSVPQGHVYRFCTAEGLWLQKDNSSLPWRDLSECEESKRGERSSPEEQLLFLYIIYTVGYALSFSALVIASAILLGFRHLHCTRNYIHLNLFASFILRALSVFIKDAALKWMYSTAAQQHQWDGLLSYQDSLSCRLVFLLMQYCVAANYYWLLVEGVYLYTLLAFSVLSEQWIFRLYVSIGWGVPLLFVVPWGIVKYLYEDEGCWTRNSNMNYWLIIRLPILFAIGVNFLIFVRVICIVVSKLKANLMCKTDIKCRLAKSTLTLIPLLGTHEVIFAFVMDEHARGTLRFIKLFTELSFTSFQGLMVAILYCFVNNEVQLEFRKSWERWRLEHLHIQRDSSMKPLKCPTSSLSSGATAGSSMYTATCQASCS
KB-3-1 tox = qHTS assay for MDR1-selective chemotherapeutics: Primary screen using the parental adenocarcinoma cell KB-3-1 | KB-3-1 viability, CellTiter-Glo ATP luminescence, 72 h | Potency, µM (highest dose often 46.1 µM), without a hit: at the highest dose activity change, negative = cytotoxic, hits mostly cytotoxic | 400,000 tested, 1.4% active; further: potency means the concentration at half of the fitted maximal effect; on the % scale 0 is the no-effect control and ±100 the full control effect; nearly all actives have a fitted effect of over 60% in size
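Parental KB-3-1 viability, qHTS format: 72 h compound exposure, 37 °C; CellTiter-Glo; media-only wells and DMSO plates as controls; concentration-effect fits on corrected data.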
* = called active by the depositor; ? = inconclusive; . = no result given; & = joins results of further samples; ! = a repeat was not active; [ ] = dose if it differs, or a comment. Unless noted, the call rests on the fitted dose curve; in most records, active means well fitted curve in the direction sought with a large enough effect; inconclusive means small, poorly fitted or top-dose-only effect, or another doubt; inactive means no such curve, though single readings can be large; an effect the other way counts as inactive or inconclusive. Hits appear at their usual frequency (roughly 12% active in at least one column).

compound,HT1080NT lethal,HT1080 IDH1KD tx,KB-V1 MDR tox,IL1B secr inh,SW480 rerep,DRD3 agonist,DRD3 antagonist,GLP-1R agonist,KB-3-1 tox
N/C(CC(=O)NCCOc1ccccc1)=N\O,11%,7%,20%,4,-3%,-1,1,5%,2%
Cc1cccc(NC(=O)CCSc2nncn2C)c1,3%,-1%,-2%,1,-12%,1,12,-13%,14%
Cc1ccc(-c2nc(CSCC(=O)NCCCN3CCOCC3)c(C)o2)cc1,-6%,-7%,-2%,-17,-3%,-6,-25,-9%,-10%
CN(C)Cc1c(C(=O)N/N=C/CCc2ccccc2)nnn1-c1nonc1N,-1%,-2%,24%,8,-3%,-6,3,6%,-16%
O=C(CN1C(=O)c2cccc3cccc1c23)NCc1cccnc1,1%,-8%[9.24 µM],-4%,29,-15%,-5,0,8%,9%
CCN1CCN(c2ccc([N+](=O)[O-])cc2S(=O)(=O)N2CCOCC2)CC1,8%,4%,-16%,45,7%,3,4,2%,-1%
CCOC(=O)c1sc(NC(=O)c2sc(C)nc2C)nc1C,7%,-1%,-23%,52,-2%,-5,-9,-1%,9%
CCOC(=O)CSc1nnc(-c2ccc(S(=O)(=O)NCc3cccs3)cc2)o1,-1%,5%,4%,52,-2%,-4,2,8%,6%
COc1ccccc1NC(=O)c1sc2nc(N3CCOCC3)c3c(c2c1N)CC(C)(C)OC3,.,.,0%,.,.,2,.,10%,6%
C[C@H](CO)N1C[C@H](C)[C@@H](CN(C)S(=O)(=O)c2cccs2)Oc2c(NC(=O)Cc3ccccc3)cccc2C1=O,-13%,8%,-6%,-3,0%,-19,0,-7%,1%
O=C(Cn1c2ccccc2c(=O)c2cc([N+](=O)[O-])ccc21)Nc1ccccc1Cl,0%,6%,21%,8,16µM*,0,13,-1%,-8%
CCN1CCN(CCCNC(=O)CCC(=O)N2CCOc3ccc(Cl)cc32)CC1,1%,0%,1%,-15,-19%,-8,3,1%,-4%
c1ccc(CCc2nn3c(Cc4ccccc4)nnc3s2)cc1,-19%,?,?,-9,-7%,3,-18,15%,-2%
Cc1cccc(C(=O)NCC(=O)N2CCCC2)c1,?,18%,?,13,-7%,-5,6,4%,17%
O=C(CCc1ccc(S(=O)(=O)N2CCOCC2)cc1)Nc1nc(COc2ccccc2)cs1,?,?,2.9µM*,?,1%,8,17,-4%,5.2µM*
CCN1CCN(c2ccc(S(=O)(=O)N3CCCC3)cn2)CC1,9%,2%,13%,-3,9%[1.84 µM],-8,?,0%,12%
COc1ccc(C(C)(C)C)cc1NC(=O)c1ccc[n+]([O-])c1,14%,14%,-1%,11,-16%,5,-1,10%,5%
Cc1ccc(N2CCN(CC(O)COC3CCCCC3)CC2)cc1 (centres undefined),21%,16%,-31%,15,-1%,-13,-90*,11%,3%
COc1cccc(C(=O)N=c2sc3c(C)ccc(OC)c3n2C)c1,16%,0%,4%,22,-1%,2,2,16%,0%
COC(=O)C1=C(C)NC(=O)NC1c1ccc2ccccc2c1 (centres undefined),-7%,-6%,8%,30,1%,-8,3,-4%,-4%
CCCS(=O)(=O)N1CCCC(C(=O)NCCCN(Cc2ccccc2)C(C)C)C1 (centres undefined),3%,9%,16%,-5,-7%,3,3,-3%,8%
Cc1cc(N2CCOCC2)nc2ccc(NC(=O)CCC(=O)N3CCN(c4ccc(F)cc4)CC3)cc12,-18%,-2%,?,16,2%,5,51,20%,-13%
COc1ccc(N2CCN(C(=O)COC(=O)CC(NC(N)=O)c3ccc(Cl)cc3)CC2)cc1 (centres undefined),7%,0%,?,35,.,0,5,0%,1%
CCC1CCCCN1C(=O)c1ccc([N+](=O)[O-])o1 (centres undefined),-20%,-3%,0%,-20,93%,0,-3,6%,-12%
CCc1ccc(CN(C)C(=O)CCc2nnc(CCc3cccc(OC)c3)o2)nc1,-2%,3%,0%,34,-13%,0,8,2%,-1%
COC(=O)NCc1ccc2c(c1)OCO2,-1%,-1%,-32%,-6,-20%,2,8,-7%,-3%
CCc1noc(C)c1C(=O)NNC(=O)c1ccc(N(CC)CC)cc1,-3%,4%,0%,-3,-3%,0,12,7%,-3%
Cc1c(C(=O)N2CCN(Cc3ccc4c(c3)OCO4)CC2)cccc1[N+](=O)[O-],11%,8%,14%,-7,-12%,-5,3,-1%,4%
Cc1ccc(-c2nnn(CCC(=O)NC(C)(C)C)n2)cc1,0%,8%,-6%,0,-8%,1,-4,10%,1%
Cc1ccc(S(=O)(=O)N2CCN(C(=O)COC(=O)/C=C/c3ccc([N+](=O)[O-])cc3)CC2)c(C)c1,5%,6%,8%,7,-6%,2,7,0%,13%
CC(C)C[C@H]1CNC(=O)C(=O)N1C[C@@H]1CCCN1C[C@H](Cc1ccccc1)N1C[C@H](CC(C)C)N(CCc2ccccc2)C(=O)C1=O,11%,24%,-6%,?,.,3,12,4%,?
COc1ccc(CN2CCN(S(=O)(=O)c3ccc(F)cc3)CC2)cc1OC,-2%,-1%,-2%,2,-5%,-21,?,5%,-10%
C=CCN=C1N[C@@H](c2cccc(C(F)(F)F)c2)C(C(=O)OC)=C(C)N1CC,-10%,-10%,-6%,-25,-2%,-3,-13,-2%,-1%
O=C(NCc1ccccn1)C(=O)NCc1ccccn1,8%,10%,6%,15,-1%,8,8,-2%,6%
Cc1ccc(NC(=S)NNC(=O)C2CC2c2ccc(C)cc2)cc1 (centres undefined),0%,1%,-24%,-2,39%,-7,-6,1%,-2%
O=C(c1ccc(-c2ccccc2)cc1)N1CCN(Cc2ccccn2)CC1,2%,2%,0%,-18,-18%,-5,26,4%,2%
CC(NC(=O)COC(=O)C1CCN(c2ccc(C(F)(F)F)cn2)CC1)c1ccc(F)cc1 (centres undefined),0%,-8%,-11%,-11,-3%,-2,-17,0%,-1%
COc1cccc(C(=O)Nc2ccc3c(c2)CCCN3C(=O)c2cccs2)c1OC,?,?,?,?,-26%,11&6,6,13%,9.2µM*!
Cc1sc2ncnc(N3CCN(S(=O)(=O)c4ccc(F)cc4)CC3)c2c1C,-19%,-22%,?,-57*,-3%,16,9,8%,-7%
Cc1ccc(CNC(=O)c2cc(-c3ccccc3)nn2Cc2cc(C)no2)cc1,-1%,1%,0%,-2,-7%,-11,-13,-1%,0%

Molecules shown so far with an aryl thioether with sulfur outside any ring, in the order listed:
compound,HT1080NT lethal,HT1080 IDH1KD tx,KB-V1 MDR tox,IL1B secr inh,SW480 rerep,DRD3 agonist,DRD3 antagonist,GLP-1R agonist,KB-3-1 tox
Cc1cccc(NC(=O)CCSc2nncn2C)c1,3%,-1%,-2%,1,-12%,1,12,-13%,14%
CCOC(=O)CSc1nnc(-c2ccc(S(=O)(=O)NCc3cccs3)cc2)o1,-1%,5%,4%,52,-2%,-4,2,8%,6%

The results go on.
compound,HT1080NT lethal,HT1080 IDH1KD tx,KB-V1 MDR tox,IL1B secr inh,SW480 rerep,DRD3 agonist,DRD3 antagonist,GLP-1R agonist,KB-3-1 tox
CCCCC(=O)NS(=O)(=O)c1ccc(NS(C)(=O)=O)cc1,2%,7%,7%,11,-4%,-2,0,-4%,?
Cc1cccc(NC(=O)NCCc2ccc(Cl)cc2)c1,-10%,0%,-24%,-18,3%,4,8,13%,-9%
Nc1cc2c(cc1Br)-c1ccc(F)cc1C2O (centres undefined),-13%,-1%,-25%,-9,0%,2,15,11%,-6%
COc1ccc(CNC(=O)C(c2ccc(C)o2)N(C(=O)c2snc(C(N)=O)c2N)c2ccccc2OC)cc1 (centres undefined),-16%,-21%,-3%,-6,?,-11,-24,4%,1%
O=C(Nc1ccccc1F)NC1CCN(Cc2nnnn2Cc2ccc(F)cc2)CC1,4%,4%,15µM*,-3,-2%,-2,23,-7%,11%

Among those listed so far, 7 have fluorine:
compound,HT1080NT lethal,HT1080 IDH1KD tx,KB-V1 MDR tox,IL1B secr inh,SW480 rerep,DRD3 agonist,DRD3 antagonist,GLP-1R agonist,KB-3-1 tox
Cc1cc(N2CCOCC2)nc2ccc(NC(=O)CCC(=O)N3CCN(c4ccc(F)cc4)CC3)cc12,-18%,-2%,?,16,2%,5,51,20%,-13%
COc1ccc(CN2CCN(S(=O)(=O)c3ccc(F)cc3)CC2)cc1OC,-2%,-1%,-2%,2,-5%,-21,?,5%,-10%
C=CCN=C1N[C@@H](c2cccc(C(F)(F)F)c2)C(C(=O)OC)=C(C)N1CC,-10%,-10%,-6%,-25,-2%,-3,-13,-2%,-1%
CC(NC(=O)COC(=O)C1CCN(c2ccc(C(F)(F)F)cn2)CC1)c1ccc(F)cc1 (centres undefined),0%,-8%,-11%,-11,-3%,-2,-17,0%,-1%
Cc1sc2ncnc(N3CCN(S(=O)(=O)c4ccc(F)cc4)CC3)c2c1C,-19%,-22%,?,-57*,-3%,16,9,8%,-7%
Nc1cc2c(cc1Br)-c1ccc(F)cc1C2O (centres undefined),-13%,-1%,-25%,-9,0%,2,15,11%,-6%
O=C(Nc1ccccc1F)NC1CCN(Cc2nnnn2Cc2ccc(F)cc2)CC1,4%,4%,15µM*,-3,-2%,-2,23,-7%,11%
